Screens as filed in PubChem.
Tau ThT inhib – inhibitors of human tau fibril formation, thioflavin T binding. AID 1460. Potency, µM (series often up to 57.4 µM), for inactives: at the highest dose activity, negative = inhibition, hits mostly inhibitors. P10636. recombinant tau K18 P301L, heparin-induced fibrillization, ThT fluorescence. 270,000 compounds, 2.1% hits; note: nearly all actives have a fitted effect of over 55% in size
Target sequence (P10636 561-689 P618L limits assumed): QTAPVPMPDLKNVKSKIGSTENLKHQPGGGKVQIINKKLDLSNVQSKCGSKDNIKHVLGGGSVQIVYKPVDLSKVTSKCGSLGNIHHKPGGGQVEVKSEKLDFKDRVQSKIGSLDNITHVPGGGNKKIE
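Fibril formation assay: tau K18 P301L at 15 uM with trace Alexa 594 label, heparin inducer 20 uM, pH 7 sodium acetate buffer, 37 C for 6 hr; endpoint ThT signal.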
Tau fibril FP – blocks human tau fibril formation measured by polarization. P10636. K18 P301L tau heparin fibrillization, Alexa594 FP, 6 h. Potency, µM (top dose mostly 57.7 µM), for inactives: at the highest dose activity, negative = inhibition, actives largely listed as inhibitors. 280,000 compounds, 0.39% hits; note: nearly all actives have a fitted effect of over 55% in size
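Steps: dispense K18 P301L tau (15 uM plus 0.24 uM Alexa 594 tracer, final) in pH 7 sodium acetate; add compound; add heparin (20 uM final); incubate 6 hr, 37 C; add ThT (30 uM final); after 1 hr ambient, read FP.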
TRb-SRC2 inh – disrupts binding of human TR beta to SRC2. TRbeta-SRC2 peptide binding, fluorescence polarization; receptor liganded with 1 µM T3. P10828. 280,000 compounds, 0.065% hits. Potency, µM (highest dose often 106 µM), for the others: top-dose activity change, negative = inhibition, usual class: inhibitors;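 note: plate controls were bound peptide for no effect and peptide without receptor for full effect; nearly all actives have a fitted effect of over 50% in size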
Target sequence (P10828 whole entry, looked up): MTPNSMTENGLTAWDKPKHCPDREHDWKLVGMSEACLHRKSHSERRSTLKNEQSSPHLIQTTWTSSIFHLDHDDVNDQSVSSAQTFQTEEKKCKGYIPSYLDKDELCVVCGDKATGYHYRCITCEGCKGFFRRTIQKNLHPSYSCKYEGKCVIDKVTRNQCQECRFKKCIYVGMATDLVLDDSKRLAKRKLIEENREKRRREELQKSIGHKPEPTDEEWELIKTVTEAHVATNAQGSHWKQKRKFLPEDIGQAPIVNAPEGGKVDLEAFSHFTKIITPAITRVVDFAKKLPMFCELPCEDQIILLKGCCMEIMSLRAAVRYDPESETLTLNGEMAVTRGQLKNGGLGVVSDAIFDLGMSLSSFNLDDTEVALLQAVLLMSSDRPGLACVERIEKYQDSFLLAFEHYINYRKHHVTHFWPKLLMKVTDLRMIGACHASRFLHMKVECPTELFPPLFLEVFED
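Fluorescence polarization of 20 nM Texas Red SRC2 peptide (20-aa NR interaction domain) bound to 0.6 uM human TRb ligand-binding domain, with 1 uM T3, after 5 hr at ambient temperature; inhibition seen as decreased polarization.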
GLA spleen mod – alpha-galactosidase A (human) modulation. P06280. human spleen homogenate, 4MU-alpha-Gal fluorescence, 40 min. Potency, µM (doses to about 80 µM), for the others: at the top dose activity change, negative = inhibition, usual class: inhibitors. 240,000 compounds, 0.008% hits. AID 2107;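 note: 0% = enzyme with vehicle and -100% = no enzyme basal signal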
Target sequence (P06280 32-429 limits assumed): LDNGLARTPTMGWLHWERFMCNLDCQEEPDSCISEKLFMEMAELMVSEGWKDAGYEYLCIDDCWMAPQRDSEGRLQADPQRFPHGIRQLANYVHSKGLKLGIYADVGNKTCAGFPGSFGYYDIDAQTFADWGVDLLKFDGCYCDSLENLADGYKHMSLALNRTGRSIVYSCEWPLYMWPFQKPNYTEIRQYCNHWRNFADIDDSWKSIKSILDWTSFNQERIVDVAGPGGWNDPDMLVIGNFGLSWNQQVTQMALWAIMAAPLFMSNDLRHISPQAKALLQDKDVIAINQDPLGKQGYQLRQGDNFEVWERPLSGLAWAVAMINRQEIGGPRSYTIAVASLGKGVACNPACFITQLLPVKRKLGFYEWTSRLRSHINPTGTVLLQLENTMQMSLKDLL
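Spleen homogenate 1 ug + cpd (titration) + 4-MU-alpha-D-galactopyranoside 1 mM; 37C 40 min; 50 mM citrate/phosphate pH 5.0, 0.01% Tween-20; stop pH 10; fluorescence 365/440; AC50 via Hill.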
L3MBTL1 inh – L3MBTL1 (human) inhibition; Potency, µM (top dose mostly 57.1 µM), inactives show top-dose activity, negative = inhibition, most hits filed as inhibitors; Q9Y468; 230,000 compounds, 0.66% hits; AlphaScreen L3MBTL1–H3K9me1 peptide binding; AID 485360; note: nearly all actives have a fitted effect of over 60% in size
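L3MBTL1 50 nM + b-AHA-H3(1-15)K9me1 75 nM, 30 min RT; compound added, 30 min RT; streptavidin donor/Ni-chelate acceptor beads 10 ug/mL each final, 30 min RT dark; AlphaScreen read.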
Tau fluor cs – counter-screen for tau fibril formation inhibitors | tau K18 P301L (four-repeat tau fragment) Alexa594 fluorescence, heparin fibrillization | Potency, µM (titrated, usually from 57.7 µM), for inactives: at the highest dose activity change, negative = decrease | 280,000 compounds, 0.93% hits | AID 1463; note: nearly all actives have a fitted effect of over 55% in size
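Human K18 P301L tau (15 uM unlabeled plus 0.24 uM Alexa 594-labeled, final) in 100 mM sodium acetate pH 7 was mixed with compound and 20 uM heparin and incubated 6 hr at 37 C.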
TexasRed fluor – counter-screen for TRb-SRC2 inhibitors: fluorescence interference | TRb/SRC2 Texas Red total fluorescence interference | Potency, µM (top dose mostly 106 µM), without a hit: at the highest dose fluorescence change, negative = quenching | 280,000 compounds, 0.29% hits | AID 1479; active = well fitted curve in either direction with a large enough effect; inconclusive = small, poorly fitted or top-dose-only effect
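Human TRβ ligand-binding domain (0.6 uM) and Texas Red SRC2 peptide (20 nM) in Tris buffer with 1 uM T3 and 5% DMSO were incubated with pinned compound for 5 hr at ambient temperature. Total fluorescence was computed as S + 2P (555/632 nm).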
ALDH1A1 inh – inhibitors of human aldehyde dehydrogenase 1A1. P00352. Purified ALDH1A1, NADH fluorescence, propionaldehyde substrate. Potency, µM (doses to about 75.3 µM), without a hit: top-dose activity, negative = inhibition, usual class: inhibitors. 220,000 compounds, 7.3% hits. AID 1030; active = well fitted inhibition curve with a large enough effect, not every such curve was filed as active; inconclusive = small, poorly fitted or top-dose-only effect, or another doubt; inactive = no such curve, though single readings can be large or run the other way;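 note: plate controls were no enzyme wells and a reference inhibitor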
* marks the source's active call; other numbers are inactive results; [ ] = another dose, or the depositor's remark. Unless noted, calls come from the whole dose curve; as a rule, active = well fitted curve in the direction sought with a large enough effect; inconclusive = small, poorly fitted or top-dose-only effect, or another doubt; inactive = no such curve, though single readings can be large; an effect the other way counts as inactive or inconclusive. Unless noted, % is set by controls: 0 for no effect and ±100 for the full control effect; potency is the fitted concentration of half-maximal effect.

Start of the listing, in advance:
Cc1nc2c(cnn2-c2ccccc2)c(=O)n1/N=C/c1ccccc1 was read as Tau ThT inhib -6%, Tau fibril FP -3%, TRb-SRC2 inh -3%, GLA spleen mod 5%, L3MBTL1 inh 11%, Tau fluor cs -9% and TexasRed fluor -5%.
`O=C1c2ccc3c4c(ccc(c24)C(=O)N1Cc1cccnc1)C(=O)N(Cc1cccnc1)C3=O` gave Tau ThT inhib -7%, Tau fibril FP 6%, TRb-SRC2 inh 3%, GLA spleen mod 12%, Tau fluor cs -1%, TexasRed fluor -1% and ALDH1A1 inh 3%.
`Cc1cc2nnc(SCc3ccc(F)cc3)n2c2ccccc12` gave Tau ThT inhib -11%, Tau fibril FP -10%, TRb-SRC2 inh 3%, Tau fluor cs -2% and TexasRed fluor -2%.

Main list, previewed entries included:
Cc1nc2c(cnn2-c2ccccc2)c(=O)n1/N=C/c1ccccc1 was read as Tau ThT inhib -6%, Tau fibril FP -3%, TRb-SRC2 inh -3%, GLA spleen mod 5%, L3MBTL1 inh 11%, Tau fluor cs -9% and TexasRed fluor -5%.
`O=C1c2ccc3c4c(ccc(c24)C(=O)N1Cc1cccnc1)C(=O)N(Cc1cccnc1)C3=O` gave Tau ThT inhib -7%, Tau fibril FP 6%, TRb-SRC2 inh 3%, GLA spleen mod 12%, Tau fluor cs -1%, TexasRed fluor -1% and ALDH1A1 inh 3%.
`Cc1cc2nnc(SCc3ccc(F)cc3)n2c2ccccc12` gave Tau ThT inhib -11%, Tau fibril FP -10%, TRb-SRC2 inh 3%, Tau fluor cs -2% and TexasRed fluor -2%.
Screening COCCn1nnnc1C(c1cccs1)N1CCN(c2cccc(C(F)(F)F)c2)CC1 (stereo not given) returned Tau ThT inhib -18%, Tau fibril FP 9%, TRb-SRC2 inh 3%, GLA spleen mod 1%, Tau fluor cs -14%, TexasRed fluor 5% and ALDH1A1 inh inconclusive.
For CC(C)=CCC/C(C)=C/CO the results were Tau ThT inhib -5%, Tau fibril FP 3%, TRb-SRC2 inh 8%, GLA spleen mod -20%, Tau fluor cs -5%, TexasRed fluor -1% and ALDH1A1 inh 4%[13.5 µM].
O=C(NC1CCN(Cc2ccccc2)CC1)c1ccc(Oc2cc(Cl)cc(Cl)c2)o1 was read as Tau ThT inhib inconclusive, Tau fibril FP 1%, TRb-SRC2 inh 1%, GLA spleen mod -10%, L3MBTL1 inh 2%, Tau fluor cs -18%, TexasRed fluor -4% and ALDH1A1 inh -7%.
`COc1ccc(NC(=S)N2CCC(C(=O)c3ccc(F)cc3)CC2)c(OC)c1` gave Tau ThT inhib -16%, Tau fibril FP 9%, TRb-SRC2 inh 2%, GLA spleen mod -3%, Tau fluor cs -20%, TexasRed fluor -8% and ALDH1A1 inh 1%.
`CC(OC(=O)c1ccc2c(=O)n3c(nc2c1)CCCCC3)C(=O)Nc1ccc(F)cc1Cl` (stereo not given) gave Tau ThT inhib 15%, Tau fibril FP -5%, TRb-SRC2 inh 2%, GLA spleen mod 4%, L3MBTL1 inh 0%, Tau fluor cs 15%, TexasRed fluor -1% and ALDH1A1 inh 4%.
For CCOC(=O)C1=NN(c2ccccc2C)C2=NC(C)=C(C(=O)OC)C(c3cccc(OC)c3)N12 (stereo not given) the results were Tau ThT inhib 8%, Tau fibril FP 14%, TRb-SRC2 inh 6%, GLA spleen mod -8%, L3MBTL1 inh -17%, Tau fluor cs 13%, TexasRed fluor -4% and ALDH1A1 inh -4%.
Screening CNC(=O)c1sc2nc(-c3ccc(OC)cc3)cn2c1C returned Tau ThT inhib 7%, Tau fibril FP -1%, TRb-SRC2 inh 13%, GLA spleen mod 3%, Tau fluor cs -9%, TexasRed fluor 0% and ALDH1A1 inh -7%.
Screening COc1ccc(OC)c(NC(=O)c2c(NCc3sccc3C)sc3c2CCCCC3)c1 returned Tau ThT inhib inconclusive, Tau fibril FP -5%, TRb-SRC2 inh -2%, Tau fluor cs inconclusive and TexasRed fluor 2%.
Screening CCOc1ccc(CCNC(=O)CCc2nc(-c3ccc(C)cc3)no2)cc1OCC returned Tau ThT inhib -4%, Tau fibril FP -9%, TRb-SRC2 inh -2%, GLA spleen mod 5%, L3MBTL1 inh -3%, Tau fluor cs -2%, TexasRed fluor -5% and ALDH1A1 inh 10%.
`CCN(CC)CCCCC1CCN(CC(=O)N2c3ccccc3C(=O)Nc3cccnc32)CC1` gave Tau ThT inhib -3%, Tau fibril FP -3%, TRb-SRC2 inh 2%, GLA spleen mod 1%, Tau fluor cs -6%, TexasRed fluor 0% and ALDH1A1 inh 2%.
`Cc1cccc(NC(NC(=O)Cc2ccccc2)C(Cl)(Cl)Cl)c1` (stereo not given) gave Tau ThT inhib -7%, Tau fibril FP -1%, TRb-SRC2 inh 1%, GLA spleen mod 3%, L3MBTL1 inh 7%, Tau fluor cs -27%, TexasRed fluor -1% and ALDH1A1 inh -2%.
O=C(NCc1cccnc1)c1nn(-c2ccccc2F)nc1CO was read as Tau ThT inhib 2%, Tau fibril FP -3%, TRb-SRC2 inh -4%, Tau fluor cs -2% and TexasRed fluor -2%.
FC(F)(F)c1ccc2c(c1)[nH]c(=S)n2C1CC1 was read as Tau ThT inhib -5%, Tau fibril FP 6%, TRb-SRC2 inh 7%, GLA spleen mod -1%, Tau fluor cs -12%, TexasRed fluor -7% and ALDH1A1 inh inconclusive.
`Cc1cc(C)n(-c2nc3ccccc3nc2Nc2ccc3c(c2)OCO3)n1` gave Tau ThT inhib -8%, Tau fibril FP inconclusive, TRb-SRC2 inh -1%, GLA spleen mod 5%, L3MBTL1 inh 57%[activator], Tau fluor cs inconclusive, TexasRed fluor -3% and ALDH1A1 inh 7%.
OCC1(Cc2ccc(Cl)cc2)CCN(CC2CC=CCC2)CC1 (stereo not given) was read as Tau ThT inhib 1%, Tau fibril FP -4%, TRb-SRC2 inh -1%, GLA spleen mod 2%, L3MBTL1 inh -6%, Tau fluor cs -4%, TexasRed fluor 0% and ALDH1A1 inh -7%.
`O=c1[nH]c(N2CCOCC2)nc2ncn(Cc3ccccc3)c12` gave Tau ThT inhib 0%, Tau fibril FP 5%, TRb-SRC2 inh -6%, GLA spleen mod 8%, Tau fluor cs 4%, TexasRed fluor 0% and ALDH1A1 inh -5%.
For Cc1ccc(C)c(SCC(=O)Nc2cccc(S(=O)(=O)NC3=NCCCCC3)c2)c1 the results were Tau ThT inhib -6%, Tau fibril FP 11%, TRb-SRC2 inh 0%, GLA spleen mod -5%, L3MBTL1 inh 10%, Tau fluor cs -18%, TexasRed fluor 1% and ALDH1A1 inh -5%.
For Cc1ccc(C(=O)NN2C(=O)/C(=C/c3cccn3C)SC2=S)cc1 the results were Tau ThT inhib 5µM*, Tau fibril FP 0%, TRb-SRC2 inh -1%, GLA spleen mod -10%, L3MBTL1 inh inconclusive, Tau fluor cs inconclusive, TexasRed fluor 0% and ALDH1A1 inh inconclusive.
`N=c1sccn1CC(=O)Nc1ccccc1Oc1ccccc1` gave Tau ThT inhib -2%, Tau fibril FP 5%, TRb-SRC2 inh 6%, GLA spleen mod -2%, Tau fluor cs -5%, TexasRed fluor -3% and ALDH1A1 inh -1%.
COc1cccc(NS(=O)(=O)c2c(C)cc(C)cc2C)c1 was read as Tau ThT inhib -1%, Tau fibril FP 3%, TRb-SRC2 inh -4%, GLA spleen mod 7%, L3MBTL1 inh 0%, Tau fluor cs -16%, TexasRed fluor -3% and ALDH1A1 inh -25%.
Screening CCCNC(=O)c1ccc2c(=O)c(O)c(-c3ccc(OC)cc3)[nH]c2c1 returned Tau ThT inhib -4%, Tau fibril FP 5%, TRb-SRC2 inh 0%, GLA spleen mod 7%, Tau fluor cs -18% and TexasRed fluor 1%.
`O=C1CCCC2=C1C(c1ccc(Cl)cc1)n1c(s/c(=C\c3ccc4ccncc4c3)c1=O)=N2` (stereo not given) gave Tau ThT inhib inconclusive, Tau fibril FP 5%, TRb-SRC2 inh -12%, GLA spleen mod -6%, L3MBTL1 inh 2%, Tau fluor cs -9%, TexasRed fluor 1% and ALDH1A1 inh 6%.
Screening CN1C(=O)CC(N2CCC(C(N)=O)CC2)C1=O (stereo not given) returned Tau ThT inhib -8%, Tau fibril FP -4%, TRb-SRC2 inh -3%, GLA spleen mod -1%, L3MBTL1 inh 2%, Tau fluor cs -7%, TexasRed fluor 2% and ALDH1A1 inh 13%.
Screening CSc1ccccc1NC(=O)c1ccccc1N(Cc1ccccc1)S(C)(=O)=O returned Tau ThT inhib -11%, Tau fibril FP -5%, TRb-SRC2 inh 4%, GLA spleen mod -2%, L3MBTL1 inh -2%, Tau fluor cs -15%, TexasRed fluor 2% and ALDH1A1 inh inconclusive.
Screening Cc1nc(-c2ccc(F)cc2)sc1CCNC(=O)c1cccs1 returned Tau ThT inhib inconclusive, Tau fibril FP -11%, TRb-SRC2 inh -6%, Tau fluor cs -6% and TexasRed fluor inconclusive.
COC(=O)c1ccc(COc2ccc(/C=N/N3CCN(C)CC3)cc2)cc1 was read as Tau ThT inhib inconclusive, Tau fibril FP 5%, TRb-SRC2 inh 1%, GLA spleen mod 8%, L3MBTL1 inh 0%, Tau fluor cs -9%, TexasRed fluor 0% and ALDH1A1 inh inconclusive.
For COc1ccc(/C=C2/C(=N)N3C(=NC2=O)Sc2cc(S(C)(=O)=O)ccc23)cc1OC the results were Tau fibril FP -2%, TRb-SRC2 inh -7%, GLA spleen mod 3%, Tau fluor cs -17% and TexasRed fluor -1%.
`CCCCCCCCCCCCC(=O)N1CCCC[C@H]1CNC(=O)[C@@H](N)CCCCN` gave Tau ThT inhib inconclusive, Tau fibril FP -17%, TRb-SRC2 inh 2%, GLA spleen mod 13%, Tau fluor cs -14%, TexasRed fluor -2% and ALDH1A1 inh -3%.
Screening Cc1ccc(N(CC(=O)NCc2ccc(OC(C)C)cc2)S(=O)(=O)N(C)C)cc1 returned Tau ThT inhib 0%, Tau fibril FP -2%, TRb-SRC2 inh -9%, Tau fluor cs -12% and TexasRed fluor 3%.
